RmlCD inh mix: inhibitors of RmlC and RmlD coupled enzymes; RmlC/RmlD coupled enzyme inhibition, 384-well mixture HTS; inhibition, % at 5.5 µM; actives 0.39% (n = 110,000); in the data active means inhibition above about 30%, passing the limit was not always enough; inconclusive means no clear call, values can overlap the other calls; further: strong numbers were not always called active
HIV RNase H inh: blocks HIV-1 RNase H cleavage of RNA/DNA duplex. P04585. RT-RNase H RNA/DNA duplex cleavage, fluorescence. inhibition, % at 10 µM. actives 1.9% (n = 65,000). AID 565; in the data active means inhibition above about 50%
Numbers without * were called inactive; ? = inconclusive; · = not tested or not shown.

Start of the listing, in advance:
Each structure is followed by: RmlCD inh mix	HIV RNase H inh
1) O=C(Nn1cnnc1)C(c1ccccc1)c1ccccc1
    -2	-5
2) COc1ccc(C(=O)/C=C/c2ccc(OC)cc2OC)c(O)c1
    -4	·

Main list, repeating the preview:
Each structure is followed by: RmlCD inh mix	HIV RNase H inh
1) O=C(Nn1cnnc1)C(c1ccccc1)c1ccccc1
    -2	-5
2) COc1ccc(C(=O)/C=C/c2ccc(OC)cc2OC)c(O)c1
    -4	·
3) COc1ccccc1NS(=O)(=O)c1ccc(C)c(C(=O)NCC2CCCO2)c1 (centres undefined)
    -3	3
4) C=CCN1C(=O)C(O)(CC(=O)c2ccc(N)cc2)c2ccccc21 (centres undefined)
    -8	·
5) CC(=O)N1CCC(N(CCN2CCOCC2)C(=O)Nc2ccc(Cl)c(Cl)c2)CC1
    6	-8
6) O=C1c2cccc3c(Nc4ccccc4Cl)c([N+](=O)[O-])cc(c23)C(=O)N1CCO
    10	·
7) OCCNc1c2c(nc3ccccc13)CCCC2
    2	-3
8) O=C(Cc1cccc2ccccc12)NNC(=O)c1cccs1
    -16	·
9) COC(=O)c1ccc(NC(=O)c2ccc(N(C)S(C)(=O)=O)cc2)cc1
    -9	4
10) Cc1ccc(/C=N/c2sc3c(c2C#N)CCCCC3)o1
    ·	-5
11) Cc1ccc(OCc2nnc(SCC(=O)NCc3ccco3)n2C)cc1
    -7	·
12) CCN(CC)CCN1C(=O)C2C3c4ccccc4C(c4ccccc43)C2C1=O (centres undefined)
    3	-2
13) CCOc1ccc(-c2nnc(-c3ccco3)o2)cc1
    22	-11
14) CCc1ccc(OCc2nnc(SCCN3CCOCC3)n2CC)cc1
    3	2
15) CC(C)c1nc(NCc2ccccc2)c(C#N)c2c1CCCC2
    -36	·
16) Cc1cc(OCC(=O)N2CCCC2)cc(C)c1Cl
    -9	-79
17) COc1cc(/C(C#N)=C/c2ccccc2)c([N+](=O)[O-])cc1OC
    1	·
18) CCCCOc1ccc(CN2CCN(CC)CC2)cc1
    5	·
19) C/C(=N\NC(=O)Cc1csc(N2CCOCC2)n1)c1ccccc1
    3	·
20) CC(NC(=O)CCNS(=O)(=O)c1ccc2c(c1)c(=O)n(C)c(=O)n2C)c1ccccc1 (centres undefined)
    12	-10
21) COc1ccc(OC)c(-n2nnnc2SCC(=O)Nc2cc(C)ccc2OC)c1
    5	·
22) Cc1nnnn1-c1cccc(C(=O)O)c1
    -27	·
23) CC(=O)Nc1ccc(SCC(=O)c2cc(C)n(C)c2C)cc1
    -16	·
24) Cc1ccc(C(c2nnnn2CS(=O)(=O)c2ccc(C)cc2)N2CCC(C(N)=O)CC2)cc1 (centres undefined)
    0	3
25) CN(Cc1cc2ccccc2[nH]c1=O)C(=O)C1CCCCC1
    -7	-7
26) Cn1c(=O)c(=O)n(C)c2cc(S(=O)(=O)N3CCCCCC3)ccc21
    5	-12
27) Cc1ccc(CNC(=O)CN(Cc2ccccc2)S(C)(=O)=O)cc1
    -2	·
28) Cc1c(-n2c(=S)[nH]c3ccccc3c2=O)c(=O)n(-c2ccccc2)n1C
    -8	·
29) COCCN1CN=C(Nc2nc3ccccc3o2)NC1
    -9	·
30) COc1ccc(OCCOC(=O)c2cccc(-n3cnnn3)c2)cc1
    -11	-21
31) CC(=O)N1CCN(S(=O)(=O)c2ccc(S(=O)(=O)NC3CC3)cc2)CC1
    9	-4
32) CC(C)(C)C(=O)/C=C(\N)c1ccncc1
    0	39
33) OCCN1CCN(CC(O)COc2ccc3ccccc3c2)CC1 (centres undefined)
    -6	-4
34) O=C(NCc1nc2ccccc2[nH]1)C1=C[C@@H](c2ccc(Br)cc2)C[C@@H](OCCCCO)O1
    -53	·
35) CNC(=O)Cn1c(=O)n(C)c2ccccc21
    8	3
36) Cc1c(C)n(CC(O)CN2CCCCC2)c2ccccc12 (centres undefined)
    -1	·
37) O=C(O)CCOc1ccc2c(c1)OCCO2
    -13	-3
38) Cc1cc(-c2ccccc2)nc2cc(C(=O)NCc3ccco3)nn12
    -3	·
39) O=C(CSc1nnc(-c2cccnc2)o1)c1cc2ccccc2oc1=O
    -38	-4
40) O=C(CC1C(=O)NCCN1C(=O)Nc1ccccc1)Nc1ccc2c(c1)OCCO2 (centres undefined)
    -7	0
41) CCOC(=O)Cc1csc(NC(=O)CSc2nc3sc(C(=O)O)c(C)c3c(=O)[nH]2)n1
    -9	·
42) O=C(O)CCSc1nc(C(F)(F)F)cc(=O)n1-c1ccccc1
    -6	·
43) Cn1c(Sc2nc3ccccc3n2C)nc2ccccc21
    -14	-8
44) O=C(Nc1ccccc1F)C1C2C=CC3(O2)C1C(=O)N(c1cccnc1)C3C(=O)NC1CCCCC1 (centres undefined)
    -4	-9
45) COc1cc(NC(=O)C2CCCN(S(=O)(=O)c3cnc[nH]3)C2)cc(OC)c1 (centres undefined)
    6	-1
46) COc1ccc(NC(=O)CSc2nc(-c3ccc(C)cc3)cc(C(F)(F)F)c2C#N)cc1
    24	·
47) O=C(O)C1CCCCC1C(=O)Nc1ccc2c(c1)CCC2 (centres undefined)
    -9	3
48) CC(=O)NCc1ccc2[nH]c(C)cc2c1
    -11	·
49) CC(=O)Nc1ccc(S(=O)(=O)NC(CC(=O)N2CCC3(CC2)OCCO3)C(C)C)cc1 (centres undefined)
    -5	-7
50) COc1ccccc1-c1nnc(Nc2nc3c(OC)cccc3s2)o1
    -7	8
51) O=C(NCc1cccs1)c1ccccc1C(=O)NCc1cccs1
    -8	-1
52) CCSc1cc(N2CCCC2)nc(-c2ccccc2)n1
    -6	·
53) Cc1ccc(C(c2ccc(C)o2)c2cccc([N+](=O)[O-])c2O)o1
    -12	·
54) CCOC(=O)C1=C(C)N(CCCCCC(=O)O)C(=O)NC1c1ccccc1OC(=O)c1cccs1 (centres undefined)
    -9	·
55) Cn1c(-c2ccc(Br)o2)nc2ccccc21
    -13	4
56) O=C(Cn1cnc2c(nnn2Cc2ccc(Cl)cc2)c1=O)NC1CCCC1
    -11	1
57) O=C(NCc1cccs1)C1CCN(S(=O)(=O)c2cccc3cccnc23)CC1
    9	-29
58) Cc1cccc(C)c1-n1nnnc1SCSc1nnnn1-c1c(C)cccc1C
    9	14
59) COc1cccc(NC(=O)Nc2c(C)n(C)n(-c3ccccc3)c2=O)c1
    -1	·
60) CCCCNC(=O)C(C#N)c1nc2ccccc2nc1N1CCCC1 (centres undefined)
    ·	4

The list goes on:
Each structure is followed by: RmlCD inh mix	HIV RNase H inh
61) Cc1nn(Cc2cccc(C(=O)N3N=C(C(F)F)CC3(O)C(F)F)c2)c(C)c1[N+](=O)[O-] (centres undefined)
    ?	·
62) COC(=O)c1sccc1NC(=O)c1cc2c(s1)CCCC2
    ·	-35
63) Cc1ccc(S(=O)(=O)NC2=NCN(Cc3ccccc3)CN2)cc1
    13	-14
64) Cc1csc(=NC(=O)c2ccccc2)n1Cc1ccco1
    11	-25
65) CCOC(=O)N1CCN(c2c(N3CCOCC3)c(=O)c2=O)CC1
    -3	-6
66) O=C(Nc1cccc(F)c1)C1C2C=CC3(CN(CCCN4CCOCC4)C(=O)C13)O2 (centres undefined)
    -11	0
67) Cc1nn(-c2ccccc2)c(C)c1NC(=O)COc1ccc2ccccc2c1
    15	·
68) O=c1cnnc(SCCc2ccccc2)[nH]1
    -1	-5
69) Cc1nc(Nc2ncc3c(n2)CCCC3=O)nc2ccccc12
    ·	-6
70) O=C(O)CN(Cc1ccco1)S(=O)(=O)c1ccccc1
    12	1
71) O=c1c2cc(-c3ccccc3)sc2ncn1/N=C/c1ccco1
    9	17
72) Cc1[nH]c2ccccc2c1C(=O)CSc1nc2cc(S(=O)(=O)N3CCCCC3)ccc2o1
    1	36
73) O=C(Nc1ccc2ccccc2c1)c1cn(-c2ccccc2)nc1-c1cccs1
    -15	·
74) CSc1nc(-c2ccco2)nn1C(=O)c1ccccc1
    147	·
75) Cc1cc(C)cc(-n2cnc3cc(C(=O)O)ccc32)c1
    4	·
76) CCn1c(SCC(=O)Nc2cc(C)ccc2C)nnc1-c1cnccn1
    8	-5
77) CCN(CC)S(=O)(=O)c1cc(Br)c(C)cc1OC
    -20	-72
78) Fc1cnc(N2CCOCC2)nc1NCc1ccccc1
    59	-19
79) CCOc1ccc2nc(SCc3ccc(C(=O)OC)o3)[nH]c2c1
    -2	-3
80) CC1(C)CC(=O)C=C(NCCN2CCN(C(=O)Nc3ccc(Cl)c(Cl)c3)CC2)C1
    -9	-3
81) COc1cccc(/C(O)=C2/C(=O)C(=O)N(c3ccccn3)C2c2ccc(OC)c(OC)c2)c1 (centres undefined)
    12	·
82) O=[N+]([O-])c1cnccc1Nc1ccccc1
    7	·
83) C=CCn1c(-c2ccccc2)nc(=S)c2c1CC(C)(C)OC2
    5	·
84) COc1ccccc1NC(=O)COC(=O)c1ccc(S(=O)(=O)NCc2ccco2)cc1
    14	7
85) COc1ccc(-n2nc(C(=O)NCC(=O)Nc3cccc(C)n3)c3ccccc3c2=O)cc1
    -11	·
86) CCOc1ccc(OCC)c(NC(=O)CN2CCN(c3ccc(C)cc3C)CC2)c1
    ·	7
87) NC(=O)NC(Cc1ccccc1)C(=O)O (centres undefined)
    -10	-2
88) Cc1ccc(C)c(N2CCN(C(c3ccncc3)c3nnnn3Cc3ccccc3)CC2)c1 (centres undefined)
    -14	-3
89) C=CCNC(=O)CN(c1cccc(Br)c1)S(C)(=O)=O
    5	-3
90) CCCCC(=O)Nc1ccc(C(=O)OC2CCCCC2)cc1
    -31	·
91) CNC(=O)c1cc2cc(OC)ccc2n1CCN(C)C
    -13	-9
92) O=C(NC1CC2CCC(C1)N2C(=O)NCc1ccccc1)C1CC1 (centres undefined)
    5	-1
93) Cc1c(C(=O)N2CC(C)OC(C)C2)oc2ccccc12 (centres undefined)
    9	-10
94) CC(C)CNS(=O)(=O)c1ccc(CCC(=O)NCc2cccnc2)cc1
    -7	·
95) CCOc1cc(/C=C2\CCC/C(=C\c3cc(Cl)c(O)c(OCC)c3)C2=O)cc(Cl)c1O
    -4	·
96) CC(C)(C)C1CCC2(CC1)Nc1cccc3cccc(c13)N2
    1	·
97) Cc1ccc(NCCC(=O)c2ccc(Cl)c(Cl)c2)cc1
    -3	·
98) Cc1ccccc1-n1c(SCC(N)=O)nc2sc(-c3ccccc3)cc2c1=O
    -7	·
99) CSc1ccccc1C(=O)NC1CCCCC1
    2	·
100) CC(=O)c1c(C)[nH]c(C(=O)OCC(=O)C(C)(C)C)c1C
    -10	·
101) CC(C)c1ccc(C(=O)N/N=C/c2cccc(Cl)c2Cl)cc1
    1	·
102) COc1cc(OC)cc(C(=O)Nc2cccc(C(C)=O)c2)c1
    8	2
103) CCn1c(O)c(/C=N/N=C2CCCC2)c2ccc(C3=NNC(=O)CC3)cc21
    -2	·
104) CCN1CCN(C(=O)c2ccc(CSc3ccc(C)cc3)cc2)CC1
    -16	·
105) CC(NS(=O)(=O)c1ccc(Cl)cc1)C(=O)NCc1ccco1 (centres undefined)
    68	·
106) Cc1cc(C)n2cc(CSc3nnnn3C)nc2n1
    13	0
107) COc1cccc(C2CC(=O)NC(SC)=C2C#N)c1 (centres undefined)
    -5	-25
108) Cc1[nH]c2ccccc2c1C1(O)C(=O)N(C(C)C)c2ccccc21 (centres undefined)
    28	·
109) CCNc1oc(-c2cccc3ccccc23)nc1C#N
    ·	-48
110) Cc1[nH]c2ccccc2c1CCN
    -1	·
111) COC(=O)C1C(c2ccc(OC)c(OC)c2)NC(c2ccc(OC)c(OC)c2)C(C(=O)OC)S1(=O)=O (centres undefined)
    -7	·
112) COc1ccc(S(=O)(=O)NCc2cn3c(C)csc3n2)cc1F
    8	-6
113) CCOCCCNC(=O)c1ccc2c(c1)ncn2C1CCCC1
    -6	0
114) Cc1cccc(C2CC(c3ccc(Cl)cc3)Nc3nc(N)nn32)c1 (centres undefined)
    -7	3
115) COc1ccc(C2=CC3=CC(=O)C(C)(O)C(=O)C3=CO2)cc1 (centres undefined)
    16	·
116) O=C(O)c1ccc(COc2ccc3c4c(c(=O)oc3c2)CCC4)o1
    9	34
117) COc1ccc(NC(=O)CSc2nc3c(c(=O)n2-c2ccccc2)SCC3)c(OC)c1
    ·	13
118) N#CC12CCCCC1CC1CCCCC1(C#N)N2Cc1ccccn1 (centres undefined)
    7	2
119) O=C(O)CCc1ccc(-c2cccs2)n1NC(=O)c1ccco1
    1	11
120) COC(=O)c1c(C#N)c(N)nc2c1CCC2
    67*	-6

Taken from the results shown for reference:
Each structure is followed by: RmlCD inh mix	HIV RNase H inh
110) Cc1[nH]c2ccccc2c1CCN
    -1	·
111) COC(=O)C1C(c2ccc(OC)c(OC)c2)NC(c2ccc(OC)c(OC)c2)C(C(=O)OC)S1(=O)=O (centres undefined)
    -7	·
112) COc1ccc(S(=O)(=O)NCc2cn3c(C)csc3n2)cc1F
    8	-6
113) CCOCCCNC(=O)c1ccc2c(c1)ncn2C1CCCC1
    -6	0
114) Cc1cccc(C2CC(c3ccc(Cl)cc3)Nc3nc(N)nn32)c1 (centres undefined)
    -7	3
115) COc1ccc(C2=CC3=CC(=O)C(C)(O)C(=O)C3=CO2)cc1 (centres undefined)
    16	·
116) O=C(O)c1ccc(COc2ccc3c4c(c(=O)oc3c2)CCC4)o1
    9	34

Next section
Each structure is followed by: RmlCD inh mix	HIV RNase H inh
121) CCOC(=O)C1=C(O)C(=O)N(c2ccc(S(N)(=O)=O)cc2)C1c1ccc(OC)cc1OC (centres undefined)
    -12	39
122) Cc1cccc(OCC(=O)NNc2c3ccccc3nc3ccccc23)c1
    -11	·
123) Cc1ccc(S(=O)(=O)N/N=C/c2ccc(OC3CSC3)cc2)cc1
    -27	·
124) COc1ccc(OC)c(C2=NOC(C(=O)Nc3cccnc3)C2)c1 (centres undefined)
    -5	-8

Bioassay records deposited in PubChem BioAssay by several laboratories.

The list is partial. The share of hits here may be higher or lower than overall.
